# Screens from PubChem BioAssay.
# BaF3 parental – reduces parental Ba/F3 cell viability, JAK2V617F counter-screen; CellTiter-Glo ATP luminescence; inhibition, % at 5.6 µM; 1.1% of 220,000 active; AID 1486;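 active = inhibition above a per-campaign cutoff, the mean inhibition of all tested compounds plus 3 SD, cut at about 27% in these data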;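 note: 0% = DMSO wells and 100% = JAK Inhibitor I control wells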
# zfTRPN1 agonist – activates the zebrafish TRPN1 channel | activation, % at 3 µM | HEK293 zebrafish TRPN1-YFP, Fluo-8 calcium fluorescence; 100% = response to 87 µM carbachol | 0.18% of 220,000 active;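 active = activation above its plate's cutoff, the mean activation of test wells on that plate plus 3 SD, cut at about 19% in these data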;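 note: 0% = DMSO alone and 100% = 87 µM carbachol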
#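 Material: zebrafish TRPN1-YFP in HEK293 cells. Doses: one dose of 3 µM, 0.3% DMSO. Incubation: dye 1 h 37 °C plus 30 min RT. Measured by: intracellular calcium fluorescence with Fluo-8.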
# PPC-1+TRAIL kill – kills PPC-1 cancer cells in the presence of TRAIL; AID 1443; 0.41% of 220,000 active; cell killing (% activity), % at 4 µM; PPC-1 cells + TRAIL, ATPLite viability luminescence;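 active = cell killing above 50% in the first pass at 4 µM, then a duplicate retest at 5 µM averaging 50% or more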;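 note: plate controls were cells with TRAIL plus DMSO for no effect and medium-only wells lacking cells for full effect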
# TRPML3 ag – human mucolipin-3 channel agonism; AID 1448; Q8TDD5; activation, % at 3 µM; HEK293 TRPML3-YFP, Fluo-8 calcium fluorescence; 100% = the carbachol control signal; 0.29% of 220,000 active;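 active = activation above its plate's cutoff, the mean activation of the plate's test wells plus 3 SD, cut at about 12% in these data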;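 note: 0% = DMSO only wells and 100% = carbachol wells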
# Target sequence (Q8TDD5 whole entry, looked up): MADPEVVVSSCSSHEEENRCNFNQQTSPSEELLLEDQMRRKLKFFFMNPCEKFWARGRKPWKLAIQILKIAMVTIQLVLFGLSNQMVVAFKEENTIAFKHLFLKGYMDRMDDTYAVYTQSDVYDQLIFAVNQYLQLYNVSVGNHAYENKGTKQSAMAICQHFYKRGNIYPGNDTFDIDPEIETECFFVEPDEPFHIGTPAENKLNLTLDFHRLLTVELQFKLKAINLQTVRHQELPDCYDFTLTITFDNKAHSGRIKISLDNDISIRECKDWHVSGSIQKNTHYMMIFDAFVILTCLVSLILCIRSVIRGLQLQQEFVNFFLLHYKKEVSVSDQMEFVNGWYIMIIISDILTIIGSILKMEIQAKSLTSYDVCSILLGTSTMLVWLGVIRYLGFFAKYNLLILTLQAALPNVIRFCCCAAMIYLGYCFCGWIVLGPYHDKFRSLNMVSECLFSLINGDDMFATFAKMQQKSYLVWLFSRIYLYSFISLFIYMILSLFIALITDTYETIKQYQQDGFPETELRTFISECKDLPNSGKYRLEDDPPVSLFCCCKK
#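 Test system: TRPML3-YFP stable HEK293 cells. Doses: single point at 3 µM. Incubation: dye loading 1 h 37 °C then 30 min ambient, 125 s read. Signal: Fluo-8 calcium dye fluorescence, ex 470-495, em 515-575 nm. Measure: percent activation from peak-to-basal fluorescence ratio, scaled between DMSO and carbachol.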
# RBBP9 inhibitor – inhibitors of human serine hydrolase RBBP9. 0.2% of 220,000 active. recombinant RBBP9, FP-Rh probe fluorescence polarization. O75884. AID 1515. inhibition, % at 7.94 µM;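 active = inhibition above the campaign mean of all tested compounds plus 3 SD, cut at about 14% in these data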;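 note: plate controls were DMSO wells with RBBP9 for no effect and wells lacking RBBP9 protein for full effect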
# Target sequence (O75884 whole entry, looked up): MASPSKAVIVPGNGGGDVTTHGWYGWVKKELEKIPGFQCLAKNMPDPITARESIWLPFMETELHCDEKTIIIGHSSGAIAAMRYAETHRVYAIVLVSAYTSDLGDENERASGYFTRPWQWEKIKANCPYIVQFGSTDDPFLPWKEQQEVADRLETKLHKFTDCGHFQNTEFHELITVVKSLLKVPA
#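 System: RBBP9 protein / Buffer or medium: Tris/NaCl buffer pH 8.0 with 0.1% Pluronic / Probe or stimulus: Serine-hydrolase probe FP-Rh, 375 nM pre-mixing / Dosing: 7.94 µM single dose, 0.794% DMSO / Times: enzyme-compound preincubation 30 min, then probe labeling 45 min, 25 °C / Technique: fluorescence polarization (mP), excitation 525 nm, emission 598 nm / Replication: singlicate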
# TNF necrop inh – blocks TNF-alpha induced death of Jurkat FADD-/- cells. 0.068% of 220,000 active. Jurkat FADD-/- TNF necroptosis rescue, ATP luminescence, 24 h; 0 = TNF only, 100 = no-TNF cells. AID 463075. activation (protection from cell death), % at 10 µM;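 active = activation, meaning protection from cell death, of at least 50% relative to plate controls; inactive = activation below 50%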;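 note: necroptosis triggered by 40 ng/mL TNF-alpha added together with compound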
# Ba/F3 V617F tox – reduce viability of Ba/F3 cells dependent on JAK2V617F; Ba/F3 EpoR-JAK2V617F viability, ATP luminescence; inhibition, % at 5.6 µM; 1.1% of 220,000 active; AID 1446;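 active = inhibition above the campaign mean plus 3 SD over all tested compounds, cut at about 24% in these data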;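 note: cytokine-independent growth of Ba/F3 cells driven by EpoR plus mutant JAK2; 0% = DMSO-treated cells and 100% = JAK inhibitor I control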
# Wee1 degr inh – human Wee1 degradation inhibition, primary screen; reporter increase, % at 5 µM; HeLa Luc-Wee1K328M stability, luciferase luminescence; 100% = proteasome inhibitor MG132 effect; 1.2% of 220,000 active;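 active = activation above the mean of all tested compounds plus 3 SD, set per screening run, cut at about 8.8% in these data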;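 note: cells exposed to compound for 20 h before luminescence read; 0% = DMSO alone and 100% = MG132 at 30 µM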
# CHOP inh – CHOP inhibition in unfolded protein response | CHO-K1 CHOP-promoter luciferase, tunicamycin-induced, 15-18 h | inhibition, % at 10 µM | 3.8% of 220,000 active;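 active = compounds that reduced the stress-induced luciferase reporter signal by more than about 70% of percent inhibition, limit read from the data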;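 note: 0% = tunicamycin plus vehicle and 100% = wells without tunicamycin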
# * = called active by the depositor; / = no result given; [ ] = remark or other dose. Random draw from the library, and some 6.8% of all compounds hit somewhere here.
SMILES,BaF3 parental,zfTRPN1 agonist,PPC-1+TRAIL kill,TRPML3 ag,RBBP9 inhibitor,TNF necrop inh,Ba/F3 V617F tox,Wee1 degr inh,CHOP inh
O=C(O)CSc1ccc2ccccc2n1,2.3,-0.9,15.1,1.1,-4.3,-0.4,-1.9,0.5,22.4
CCC/C(O)=C1\C(=O)CC(C)(C)CC1=Nc1ccc(OC)cc1OC,7.2,-2.4,-28.0,0.0,-9.3,-14.6,8.1,8.3,/
Cc1cc(C)c[n+](C[n+]2cc(C)cc(C)c2)c1,4.9,1.1,18.0,1.1,-7.7,0.0,0.2,-3.1,12.6
COCc1cc(C)nc(OCC(=O)N/N=C/c2ccccc2O)c1C#N,5.1,-0.1,16.7,0.1,1.0,-4.3,-0.3,-1.6,37.5
CC1(C)CC(=O)C(C2c3ccccc3Oc3ccccc32)C(=O)C1,1.8,-0.6,7.3,0.8,0.5,0.2,-3.7,-0.1,34.9
NC(=O)c1sc(=S)n2c1[nH]c(=O)c1sccc12,3.9,3.4,21.7,2.1,-5.5,0.1,0.8,-4.1,37.3
CCOC(=O)c1c2c(n(C)c1C)C(=O)C(=O)c1ccc(Br)cc1-2,-1.9,1.4,/,1.3,6.1,-15.9,-2.7,-0.4,/
CCC(C)(C)n1nnnc1CN(Cc1cc2cc(OC)c(OC)cc2[nH]c1=O)C1CCCC1,4.5,1.4,27.4,0.8,-2.4,1.1,0.3,1.4,15.5
CCOC(=O)N1CCN(S(=O)(=O)c2ccc(Br)s2)CC1,0.2,-0.6,20.3,0.3,-2.1,-0.4,-2.6,1.2,32.3
COc1cc(C(=O)OCC(=O)NCCN2C(=O)CSC2=O)ccc1OCc1c(C)noc1C,4.4,1.9,3.6,1.3,8.1,-0.9,3.3,-3.8,1.2
CCc1ccc(-n2c(SCC(=O)Nc3ccc(C(=O)O)cc3)nnc2-c2ccncc2)cc1,-3.0,2.4,-1.3,0.8,-10.2,0.4,-0.9,-1.8,10.0
O=c1c(-c2ccc3c(c2)OCCO3)coc2cc(O)cc(O)c12,1.7,0.4,33.8[5 µM],-0.2,3.0,-0.9,-2.7,0.6,24.9
CCCc1cc(=O)[nH]c(SCC(=O)N2CCC(C(=O)OCC)CC2)n1,9.3,0.3,-17.1,0.8,-1.8,-0.3,4.2,0.9,30.7
COc1ccc(C(=O)/C=C(\N)C(F)(F)F)c(O)c1,0.4,0.0,-1.2,1.4,-4.4,1.1,-5.2,-0.8,15.2
O=C(CCN1C(=O)C2C3C=CC(C3)C2C1=O)Nc1c(F)cccc1F (stereo not given),1.4,-0.1,22.0,0.1,-2.1,0.0,-1.2,-0.7,5.2
N#CCCN1CCN(C(=O)c2c(N)no[n+]2[O-])CC1,6.8,0.5,19.1,1.0,-5.0,1.4,-2.0,-1.4,-0.2
Cn1/c(=N\NC(=O)C2CCCCC2)sc2ccccc21,8.9,1.9,-8.5,0.3,-4.5,-0.5,5.4,1.1,-1.8
COc1ccc(S(=O)(=O)NC(CC(=O)NCCc2ccc(OC)c(OC)c2)c2ccco2)cc1 (stereo not given),1.7,1.4,25.5,0.5,-2.0,1.1,-1.5,2.1,38.5
Cn1c(Cc2c[nH]c3ccccc23)n[nH]c1=S,1.0,0.5,8.5,0.8,-8.7,-0.1,-6.7,1.7,25.2
Cc1nc(NC(=O)c2ccccc2)nc2cc3c(cc12)OCO3,5.3,-1.4,19.2,0.1,-6.2,1.8,-0.9,-0.7,12.7
Fc1ccc(NC(=S)NNc2ncc(C(F)(F)F)cc2Cl)c(F)c1,8.2,23.1*,7.6,13.6*,5.7,-8.9,6.0,-1.9,33.6
COc1cc(NC(=O)CSc2nc3c(c(=O)[nH]2)CCCC3)cc(OC)c1OC,11.8,2.6,-13.5,0.7,2.0,-1.2,1.2,-2.2,-2.9
COc1cccc(C2CC(c3ccc(C)cc3)Nc3nc(N)nn32)c1 (stereo not given),3.9,1.4,-2.5,0.1,-2.3,1.7,-0.8,0.1,4.7
O=C(CC(c1ccccc1)c1cc(Cl)ccc1O)N1CCCC1 (stereo not given),-0.1,-0.9,-3.1,-0.9,1.4,-1.4,-3.1,-1.1,14.5
COc1ccc(C(=O)C(CO)Oc2ccccc2OC)cc1OC (stereo not given),-1.0,-0.3,11.9,0.4,-0.6,-0.7,-2.8,-1.5,2.9
COc1ccc(-c2nc3ccccc3n2Cc2ccccc2)cc1,-0.7,-0.6,7.7,0.1,-9.4,-3.0,-4.8,-1.8,27.4
Oc1ccccc1-c1cc(-c2ccccc2)no1,1.9,2.2,16.7,-0.4,0.7,-5.9,-2.0,-1.6,43.6
CCCCC(=O)Nc1ccccc1N1CCN(c2ccccc2)CC1,5.0,-1.0,-0.3,-0.9,-3.3,0.9,-0.5,-3.0,25.0
CCOc1ccccc1NC(=O)c1ccccc1-c1nc(-c2ccccc2OC)no1,6.2,-1.4,15.7,-1.9,-14.7,-4.4,4.3,2.7,8.2
Cc1ccc(CN2C3=NCCN3c3ccccc32)cc1,1.1,1.0,32.1,0.8,-2.6,2.5,-0.1,4.4,-16.4
O=C(NCc1ccc2c(c1)OCO2)c1cc(-c2cc(Cl)ccc2O)n[nH]1,-1.5,-0.8,20.6,0.8,-2.4,2.5,-3.1,0.6,10.6
CC1SCC(=NOCc2c(Cl)cccc2Cl)CS1 (stereo not given),0.0,-1.8,-15.0,0.3,-5.5,4.2,-0.7,-3.3,-18.9
O=C(c1ccc(Cl)cc1)N1CCCCC(Cl)C1=O (stereo not given),4.1,0.6,-15.5,-0.3,-9.4,-0.5,1.8,4.8,14.4
O=C(CNc1cc(S(=O)(=O)N2CCOCC2)ccc1N1CCCC1)NCc1ccco1,4.8,-1.9,11.6,0.3,0.5,0.5,-1.9,-3.5,23.9
C=CCn1c(COc2ccccc2-c2ccccc2)nnc1SCC(=O)NC(=O)NCc1ccco1,3.5,-1.4,9.0,-1.0,-10.1,-2.8,-0.6,1.6,28.4
O=C(CSc1nnc2sc3ccccc3n12)NCc1ccco1,5.2,1.1,3.0,0.4,-3.3,-7.6,-0.1,0.7,10.7
CNS(=O)(=O)c1cccc(C(=O)OCc2cc(Cl)cc3c2OCOC3)c1,2.4,0.2,1.6,0.1,-14.3,-5.3,0.5,-0.2,74.8*
COc1c(Br)cc(Br)cc1C(=O)O,-0.2,-0.2,25.2,0.3,-1.9,-0.8,1.2,-1.6,53.0
O=S(=O)(Nc1cccc2ccccc12)c1ccccc1,0.7,-1.8,-6.4,-1.6,3.0,0.6,-4.2,0.3,19.9
COc1cc2c(cc1NC(=O)c1cc(-c3cccnc3)nc3ccc(C)cc13)oc1ccccc12,-0.9,-0.1,-4.3,0.9,-2.0,-5.0,-2.4,-1.1,86.3*
COc1ccccc1OCCNC(=O)c1ccc(S(=O)(=O)N(C)C)cc1,7.8,3.2,11.5,0.5,-8.1,0.2,-2.6,-1.8,12.2
COc1ccc(C(=S)Nc2ccc(C)cc2)cc1,-0.5,-1.6,10.3,-1.2,-5.8,-3.1,0.1,0.3,14.8
CN1CC(=O)NC1=NC(=O)c1ccc(Cl)c(S(=O)(=O)N2CCCCCC2)c1,2.7,-0.6,0.9,0.3,-2.4,-2.5,-1.1,-2.8,5.7
CCOC(=O)c1nc[nH]c1C,1.3,-0.4,-13.7,0.5,-14.2,-1.0,-0.2,-3.5,40.4
COc1ccc(C(=O)COC(=O)CN2C(=O)NC(C)(C)C2=O)cc1OC,1.0,0.7,1.2,0.6,-3.0,-2.6,-2.5,-0.2,-12.2
COC(=O)C1=C(C)N(c2ccc(Cl)c(Cl)c2)C(=O)C1,4.5,-0.2,29.3,0.7,-0.1,-2.0,5.4,-2.3,/
O=c1oc2ccccc2cc1NCc1ccccc1O,2.0,-0.8,-23.2,-0.9,-3.2,-8.9,-4.0,8.9*,/
CCOc1ccc(S(=O)(=O)NCc2ccc(F)cc2)c2cccnc12,-1.6,-1.4,11.5,-0.5,5.6,-0.8,1.8,0.9,-5.4
Cc1cnc(NC(=O)CN(C)S(=O)(=O)c2ccc(Cl)cc2)s1,0.8,0.2,20.1,-0.2,-7.4,-3.1,-1.2,0.1,22.8
COC(=O)c1cc(NC(=O)C2CC=CCC2C(=O)O)cc(C(=O)OC)c1 (stereo not given),2.0,1.7,14.0,0.6,1.9,-0.8,-1.1,-2.4,12.9
CCCCCC(=O)N/N=C(\C)c1ccc(N2CCCCC2)cc1,2.8,0.2,1.6,0.3,-4.5,3.2,-2.8,-0.5,76.1*
COc1cccc(C(=O)N2CCn3c2nc2ccccc23)c1,6.0,-0.9,3.5,0.5,-0.8,-1.2,-1.3,-1.6,10.1
Cc1ccc(S(=O)(=O)N2CCCCC2C(=O)O)cc1 (stereo not given),11.5,2.4,/,0.1,-0.1,0.2,5.0,-0.8,-2.3
Cc1ccc(OC(F)F)c(NC(=O)Nc2cccc(C(F)(F)F)c2)c1,7.8,0.2,12.3,0.7,-16.8,-0.1,1.5,-0.6,36.9
Cc1cccc(N2CCC(N3CCN(C4CCCCC4)C(CCO)C3)CC2)c1C (stereo not given),4.5,3.6,2.2,3.3,-2.4,0.6,-0.5,0.1,6.0
Cc1cc(Cl)ccc1C(=O)C1CCCN(C(=O)/C=C/c2cnn(C)c2)C1 (stereo not given),8.6,-2.2,-3.9,0.8,8.2,0.7,0.5,-0.9,-16.5
O=C(O)COc1ccc2c(c1)CCCC2,4.8,1.4,6.6,1.4,-8.9,-0.5,0.7,1.8,7.3
CCOC(=O)Cc1csc(NC(=O)/C=C/c2cccc(Br)c2)n1,4.0,5.5,12.0,2.4,-9.4,-0.2,1.1,0.1,40.3
O=C1CSC(c2c(F)cccc2Cl)N1c1cccc(F)c1 (stereo not given),5.7,-3.3,-5.7,-1.6,-8.6,-0.8,-2.7,0.1,-4.7
c1cc2[nH]snc2c2nc(C3CC3)nc12,-0.6,0.1,8.6,0.9,-7.4,-0.5,-2.9,2.5,41.0
Cc1ccc(C(=O)O)cc1N=Cc1cc(Br)cc(Br)c1O,3.1,0.4,17.0,0.7,1.4,0.4,-2.1,3.8,38.2
CCOc1ncccc1C(=O)Nc1nnc(C(CC)CC)s1,5.8,-1.1,15.8,0.5,-0.3,1.2,-0.8,8.1,23.7
